GPR7 antag: human neuropeptides B/W receptor 1 antagonism; P48145; GPR7-expressing cells, fluorescence antagonist assay; inhibition, % at 4.4 µM; hit rate 1.1% among 290,000; in the data active = inhibition above about 16%, passing the limit was not always enough;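 also: cells stimulated with the agonist NPW; 0% = agonist with vehicle and 100% = vehicle without agonist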
V1R ag counter: activates human V1a receptor in oxytocin agonist counter-screen; P37288; CHO-V1R cells, Fluo-8 calcium fluorescence, agonist mode; 0% DMSO, 100% 3 nM vasopressin; activation, % at 3 µM; hit rate 0.25% among 320,000; AID 2797;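 active = activation above the mean activation of all tested compounds plus 3 SD, per screening run, cut at about 20% in these data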;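 also: signal is peak over basal fluorescence ratio across a 100 second FLIPR read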
Target sequence (P37288 whole entry, looked up): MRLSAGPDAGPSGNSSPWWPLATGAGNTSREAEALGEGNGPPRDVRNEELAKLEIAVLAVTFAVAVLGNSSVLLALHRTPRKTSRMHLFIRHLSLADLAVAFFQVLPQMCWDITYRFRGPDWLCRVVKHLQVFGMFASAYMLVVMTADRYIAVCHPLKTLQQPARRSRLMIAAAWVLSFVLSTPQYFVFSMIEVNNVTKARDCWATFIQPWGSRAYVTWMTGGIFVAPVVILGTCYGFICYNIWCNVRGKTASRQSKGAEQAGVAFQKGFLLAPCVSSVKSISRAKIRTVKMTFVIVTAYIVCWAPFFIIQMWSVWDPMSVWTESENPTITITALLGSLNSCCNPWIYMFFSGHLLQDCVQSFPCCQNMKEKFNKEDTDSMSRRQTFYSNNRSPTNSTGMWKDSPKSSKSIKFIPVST
IMP-1 inh: inhibitors of Pseudomonas aeruginosa IMP-1 metallo-beta-lactamase | purified IMP-1, nitrocefin hydrolysis, epi-absorbance fluorescence | hit rate 0.45% among 290,000 | inhibition, % at 5.6 µM;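 active = inhibition above the mean plus 3 SD of all compounds in the same screening run, cut at about 4.5% in these data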;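 also: 0% = IMP-1 with DMSO and 100% = DMSO wells lacking enzyme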
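System: Purified recombinant IMP-1 metallo-beta-lactamase enzyme | Measured by: Fluorescence quenching readout, ex 480/em 530 nm | Replication: Singlicate | Incubation: 15 min preincubation plus 25 min reaction at 25 °C | Evaluation: Percent inhibition from optical density relative to buffer-blank wells | Benchmarks: DMSO with and without IMP-1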
HCV NS3 hel inh: blocks Hepatitis C virus NS3 helicase unwinding; NS3 helicase DNA unwinding, Cy5 molecular beacon fluorescence; inhibition, % at 10.9 µM; hit rate 0.56% among 290,000; AID 1800;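 active = inhibition above the mean of all tested compounds plus 3 SD, set per campaign, cut at about 35% in these data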;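 also: 0% = DMSO wells and 100% = thioflavine S control wells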
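System: Hepatitis C virus NS3 helicase domain fragment enzyme | Reagent: Annealed dual-labelled DNA beacon duplex, ATP-started | Compound dosing: 10.9 µM single point, 0.8% DMSO | Incubation: 1 h reaction at 25 °C, ATP-initiated | Technique: Cy5 fluorescence | Evaluation: Percent inhibition from t60/t0 fluorescence ratio | Benchmarks: Low DMSO, high thioflavine S at 110 µM | Replication: Singlicate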
VIM-2 inhibitor: blocks Pseudomonas aeruginosa VIM-2 metallo-beta-lactamase. inhibition, % at 5.6 µM. purified VIM-2, nitrocefin hydrolysis, epi-absorbance fluorescence. hit rate 0.89% among 290,000;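 active = inhibition above the mean of all tested compounds plus 3 SD, cutoff set per screening run, cut at about 7.5% in these data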;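 also: red hydrolysis product quenches plate fluorescence so inhibitors raise well fluorescence; 0% = enzyme with DMSO and 100% = DMSO without enzyme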
PHOSPHO1 block: blocks human PHOSPHO1 phosphatase activity. Q8TCT1. recombinant PHOSPHO1, absorbance phosphatase assay. inhibition, % at 13.3 µM. hit rate 1.1% among 290,000; in the data active = inhibition above about 60%
Target sequence (Q8TCT1 whole entry, looked up): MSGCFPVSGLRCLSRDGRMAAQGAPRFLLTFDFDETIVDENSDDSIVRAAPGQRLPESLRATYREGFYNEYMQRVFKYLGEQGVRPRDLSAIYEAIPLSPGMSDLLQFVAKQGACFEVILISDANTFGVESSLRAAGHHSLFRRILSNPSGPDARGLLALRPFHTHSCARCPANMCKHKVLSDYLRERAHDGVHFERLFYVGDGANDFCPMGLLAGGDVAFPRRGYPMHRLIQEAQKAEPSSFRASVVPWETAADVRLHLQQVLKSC
OXTR ag: human OXTR agonism | hit rate 0.32% among 320,000 | P30559 | CHO-OTR cells, Fluo-8 calcium fluorescence; normalized: DMSO 0%, oxytocin 100% | activation, % at 3 µM;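 active = activation above the mean of all tested compounds plus 3 SD, cutoff set per screening run, cut at about 20% in these data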;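 also: peak over basal fluorescence ratio from a 100 s FLIPR kinetic read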
DNA FID counter: fluorescent intercalator displacement, NS3 helicase counter-screen; DNA fluorescent intercalator displacement, fluorescence; inhibition, % at 7.9 µM; hit rate 0.17% among 290,000; in the data active = inhibition above about 37%;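 also: 0% = vehicle and 100% = reference compound; higher means more ethidium bromide displaced from hairpin DNA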
GalR3 antag: human GalR3 antagonism; inhibition, % at 3 µM; O60755; AID 651719; hit rate 0.44% among 360,000; HEK293 GalR3-CNG cAMP membrane potential fluorescence; galR3 body fused to GalR1 C-terminus;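 active = inhibition above the screen-wide average plus 3 SD, cut at about 13% in these data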;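 also: forskolin and galanin both at EC90 stimulate the cells; cAMP rise reported by CNG channel membrane potential dye signal; 0% = forskolin plus galanin with DMSO and 100% = forskolin alone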
Target sequence (O60755 1-299 limits assumed): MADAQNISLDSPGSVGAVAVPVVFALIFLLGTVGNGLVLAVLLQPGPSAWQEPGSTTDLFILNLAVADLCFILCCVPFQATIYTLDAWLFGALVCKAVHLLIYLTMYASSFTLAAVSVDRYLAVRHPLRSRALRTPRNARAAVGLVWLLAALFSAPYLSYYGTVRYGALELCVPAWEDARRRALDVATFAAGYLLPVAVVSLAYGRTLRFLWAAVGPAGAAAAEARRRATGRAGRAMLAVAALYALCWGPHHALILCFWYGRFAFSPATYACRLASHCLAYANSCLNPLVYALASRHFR
The depositor's hits bear a star; x = no result given; & = joins results of further samples; ! = not confirmed by another sample. An unsorted share of the library, and some 4.3% of all compounds hit somewhere here.

SMILES | GPR7 antag | V1R ag counter | IMP-1 inh | HCV NS3 hel inh | VIM-2 inhibitor | PHOSPHO1 block | OXTR ag | DNA FID counter | GalR3 antag
NNC(=O)/C=C/c1ccc(Cl)cc1Cl | -20 | 0.5 | -1.0 | -12 | 0.5 | 42 | -0.8 | -4 | -3
O=[N+]([O-])c1cnccc1Nc1ccc(Cl)cc1 | -1 | -1.2 | -1.6 | 7 | -2.4 | 28 | -1.9 | -1 | -1
Cc1ccc(NC(=S)Nc2ccc3[nH]c(=O)[nH]c3c2)cc1 | -12 | 0.0 | -2.9 | 5 | -2.2 | -27 | 1.4 | 2 | -6
CCn1c(SCC(=O)Nc2oc(-c3ccccc3)c(-c3ccccc3)c2C#N)nnc1-c1ccco1 | -16 | -0.4 | -5.1 | 6 | -2.8 | 14 | -1.9 | -4 | -3
CC(c1ccccc1)C1CC(=O)N(Cc2ccccc2)C1=O (stereo unspecified) | -12 | -1.3 | -2.5 | 2 | -5.6 | 21 | -1.6 | -7 | -4
CCOC(=O)CSc1ccc(C(=O)NCCN2CCOCC2)cc1[N+](=O)[O-] | -5 | -0.4 | -0.1 | -6 | -1.9 | 2 | 1.9 | 6 | -10
O=[N+]([O-])c1cccc(/C=N/N2CCN(Cc3ccc(Cl)cc3)CC2)c1 | -14 | 1.8 | -0.6 | -10 | -1.3 | -8 | -0.4 | -1 | -5
CCOC(=O)Cn1c(-c2cccnc2Cl)nc2ccccc21 | -8 | 0.4 | -1.3 | -4 | 1.5 | 25 | 0.3 | 1 | -5
Cc1ccc2c(c1)c1c(n2CC(O)CN2CCCCCC2)CCCC1 (stereo unspecified) | 27 | 4.5 | -1.2 | -91 | -1.4 | 1 | 11 | 12 | -15
CC(C)c1ccc(NC(=O)Nc2cc3sccc3n2C)cc1 | -8 | -0.7 | 2.6 | 23 | -1.3 | 30 | 0.8 | 1 | 4
O=C(CN(C(=O)CCC(=O)Nc1nccs1)c1ccccc1F)NCCc1ccccc1 | 5 | 1.8 | -0.6 | -8 | -0.1 | 11 | 0.9 | -42 | 7
O=C(NCc1ccccc1)c1ccc(S(=O)(=O)C(F)F)cc1 | 5 | 0.5 | -0.1 | 6 | 0.5 | 7 | -0.7 | 1 | -7
CN(C)S(=O)(=O)c1cc(NC(=O)CSc2nn(-c3ccc(Cl)cc3)c(=S)s2)ccc1Cl | -7 | 3.6 | -2.1 | -1 | -0.6 | 2 | 2.9 | -8 | 0
NC(=O)CSc1nnc(-c2ccncc2)n1-c1ccc(Cl)cc1 | -6 | 1.2 | -3.3 | 3 | -2.8 | -2 | 0.0 | -5 | 3
CC(NC(=O)CCNC(=O)c1ccco1)c1ccc(F)cc1 (stereo unspecified) | 2 | 0.2 | -1.5 | 0 | -1.8 | x | 0.4 | 0 | 0
COc1ccc(C2(O)C(=O)Nc3ccccc32)cc1 (stereo unspecified) | 0 | -0.7 | -3.1 | 10 | -1.8 | 28 | 1.1 | -1 | -10
COc1cc(NS(=O)(=O)c2ccc3c(c2)n(C)c(=O)n3C)cc(OC)c1 | -13 | 2.9 | -0.2 | 11 | -0.4 | -7 | 1.3 | -17 | -2
CN1CCN(c2ccc([N+](=O)[O-])cc2C(=O)c2ccc(Cl)cc2)CC1 | 19 | 3.0 | 0.7 | -6 | -1.1 | -19 | 7.0 | 26 | -5
CCOc1ccc(NC(=O)N2CCN(CC)CC2)cc1 | 6 | -0.1 | -1.7 | 0 | -1.3 | -10 | 0.5 | -2 | -4
Cc1ccccc1Nc1nc(N)nc(CSc2nnnn2C)n1 | -14 | 0.9 | -3.0 | -3 | -1.4 | 1 | 0.1 | -3 | -4
CN(Cc1ccccc1)C(=O)CN(C)S(=O)(=O)c1ccc(F)cc1 | -11 | -0.6 | -2.9 | 2 | -3.0 | -6 | -1.1 | -16 | -3
COCCn1c(SCC(=O)N2CCCC(C)C2)nnc1-c1ccco1 (stereo unspecified) | -7 | 0.4 | 0.1 | 6 | -0.7 | 40 | 0.9 | -17 | 7
COC(=O)c1ccccc1NC(=S)N1CCN(C2CCCCC2)CC1 | -6 | 0.0 | -2.5 | -1 | -1.9 | -8 | 0.0 | 0 | -6
CCC(C)(C)NC(=O)C(c1ccc(OC)cc1)N(CC1CCCO1)C(=O)CCC(=O)Nc1cc(C)on1 (stereo unspecified) | -12 | -0.2 | -3.2 | 4 | -2.3 | 3 | -1.1 | -18 | -5
COc1cccc(CNC(=O)C2CCN(S(=O)(=O)c3ccc(-n4cnnn4)cc3)CC2)c1 | -5 | -0.7 | -3.2 | -13 | -1.9 | 24 | 0.8 | -23 | -6
COCc1cc(C)nc(OCC(=O)N/N=C/c2ccccc2O)c1C#N | -5 | 0.1 | -1.3 | 2 | -4.2 | 0 | 0.1 | -6 | -5
Cc1cc(Cl)ccc1OCC(=O)N1CCCN(C(=O)COc2ccc(Cl)cc2C)CC1 | 27* | 4.9 | 0.6 | -4 | 1.2 | -12 | 4.6 | -25 | 1
Cc1ccccc1CSCC(=O)N1CCN(c2ccccc2)CC1 | 2 | 1.3 | 0.7 | -3 | -1.2 | -16 | -0.6 | -29 | -4
CC(Nc1nc2ncn(Cc3ccccc3)c2c(=O)[nH]1)C(=O)O (stereo unspecified) | 1 | 0.8 | -0.1 | -3 | 0.2 | 4 | 0.6 | 2 | -4
COc1ccc(C(CCN2CCN(c3ccccc3)CC2)c2c(O)cc(OC)cc2OC)cc1 (stereo unspecified) | x | 0.2 | x | x | x | 9 | 1.9 | x | -5
Cc1cc(C)n(C(=O)CCCn2nc(C)c([N+](=O)[O-])c2C)n1 | 10 | -0.4 | -1.4 | 2 | 0.8 | 20 | -0.6 | 2 | -3
CCCCCCc1cc2cc(-c3nnc(-c4cc(OC)c(OC)c(OC)c4)o3)c(=O)oc2cc1O | -7 | 2.1 | -4.9 | 7 | -5.4 | 5 | 3.3 | -1 | x
COc1cccc(N2CCN(S(=O)(=O)c3cccc4cccnc34)CC2)c1 | -11 | 0.0 | -2.0 | -5 | -1.1 | -1 | 0.9 | -8 | -6
CCc1ccc2oc(C(=O)Nc3ccc(S(N)(=O)=O)cc3)c(C)c2c1 | 1 | 2.1 | 1.6 | 0 | 0.2 | 44 | 0.8 | -3 | -4
COc1ccc(C2Nc3ccccc3C(=O)N2Cc2ccco2)cc1CN1C(=O)c2ccccc2C1=O (stereo unspecified) | 10&10 | -0.9&-0.3 | 4.7*! | -5&13 | -1.1&-1.2 | 9&32 | -2.2&-1.8 | -25&-20 | -4&-7
COc1cc(/C=N/Nc2nc(Nc3ccccc3)nc(-n3nc(C)cc3C)n2)cc(OC)c1OC | -11 | -0.5 | -6.0 | -69 | -6.4 | -1 | -1.7 | -17 | -5
COc1ccc(-c2c(C)nc(N)nc2-c2ccc(OC)cc2O)cc1 | -21 | x | -3.6 | -19 | -4.2 | 51 | x | -21 | -10
Cc1cc(Cl)ccc1OCC(O)CN1C(C)CCCC1C (stereo unspecified) | 19 | 2.9 | -0.1 | -11 | 2.0 | -10 | 4.7 | 28 | x
Cc1ccc(/C=N/NC(=O)c2nnn(-c3nonc3N)c2CSc2ccc(Cl)cc2)o1 | -15 | 3.1 | -3.3 | 6 | -2.6 | 29 | 2.2 | -11 | -6
O=[N+]([O-])c1ccc(OCCN2CCCCCC2)cc1 | -7 | 0.5 | -3.3 | -5 | -2.8 | 8 | 1.1 | 10 | 7
CCOC(=O)C(=CNc1cc(C(F)(F)F)ccc1N1CCOCC1)C(=O)OCC | -5 | -1.3 | -3.5 | 3 | -1.7 | 11 | -2.6 | -8 | -7
Cn1c(SCc2nc3ccccc3[nH]2)nnc1-c1cnccn1 | 2 | -0.6 | -0.2 | -4 | -0.3 | -4 | -0.5 | -5 | 1
CC(=O)N1N=C(c2ccc(Cl)cc2)OC12CCCC2 | 2 | 0.7 | -2.8 | 16 | -2.5 | -1 | 0.5 | -1 | -4
CCCNC(=O)c1cn(CC)c2cc(N3CCN(C(=O)c4ccco4)CC3)c(F)cc2c1=O | -12 | 4.7 | -1.8 | -10 | 2.4 | 38 | -0.2 | -57 | 1
COc1cc([N+](=O)[O-])ccc1-c1ccc(/C=N\n2cnnc2)o1 | -25 | x | 0.2 | -2 | 45* | 44 | x | -6 | -5

Taken from above:
Value for Cn1c(SCc2nc3ccccc3[nH]2)nnc1-c1cnccn1 under HCV NS3 hel inh: -4
Value for COc1ccc(C2Nc3ccccc3C(=O)N2Cc2ccco2)cc1CN1C(=O)c2ccccc2C1=O (stereo unspecified) under IMP-1 inh: 4.7*!
Value for COc1cccc(N2CCN(S(=O)(=O)c3cccc4cccnc34)CC2)c1 under V1R ag counter: 0.0
Value for CC(=O)N1N=C(c2ccc(Cl)cc2)OC12CCCC2 under GalR3 antag: -4
Value for O=[N+]([O-])c1ccc(OCCN2CCCCCC2)cc1 under DNA FID counter: 10

Further compounds follow.
SMILES | GPR7 antag | V1R ag counter | IMP-1 inh | HCV NS3 hel inh | VIM-2 inhibitor | PHOSPHO1 block | OXTR ag | DNA FID counter | GalR3 antag
CC(=O)c1cc2c(cc1NC(=O)C1CC=CCC1C(=O)O)OCO2 (stereo unspecified) | -5 | 1.8 | 1.0 | 20 | -0.7 | -5 | -0.5 | -9 | -3
O=C(NCCN1CCOCC1)C(=O)NCC1OCCN1S(=O)(=O)c1ccc(F)cc1 (stereo unspecified) | -3 | 0.8 | -2.0 | -11 | -2.5 | 43 | -1.0 | -2 | 1
CC1=C(C(=O)OCc2ccccc2)C(c2cccc([N+](=O)[O-])c2)NC(=O)N1 (stereo unspecified) | -17 | 0.4 | -1.5 | 0 | -3.8 | 34 | -1.3 | -13 | -4
CCc1ccc(NC(=O)C(C)OC(=O)CC(NC(C)=O)c2ccccc2)cc1 (stereo unspecified) | -13 | 0.3 | -2.7 | 7 | -1.6 | 28 | 3.5 | -28 | -9
C/C(=N\NC(=O)c1csc(C)c1C)c1ccco1 | -12 | -1.5 | -2.5 | -6 | -2.9 | -5 | -2.1 | -15 | -4
Cc1cc(C)n2nc(NCc3ccccc3)nc2n1 | -7 | 0.0 | -0.6 | 1 | -0.8 | 19 | 1.0 | 7 | -4

With a hit mark in IMP-1 inh, among the entries above:
Structure	GPR7 antag	IMP-1 inh	HCV NS3 hel inh	VIM-2 inhibitor	PHOSPHO1 block	GalR3 antag
COc1ccc(C2Nc3ccccc3C(=O)N2Cc2ccco2)cc1CN1C(=O)c2ccccc2C1=O (stereo unspecified)	10&10	4.7*!	-5&13	-1.1&-1.2	9&32	-4&-7

Source: PubChem BioAssay (several laboratories)
